Source: PubChem
INS-1E ATP HTS – preserves ATP levels in cytokine-treated INS-1E cells; INS-1E cytokine-induced death, ATP luminescence, 48 h; normalised: neutral wells 0, positive control 100; protection from cytokine-induced ATP loss, % at 10 µM; 20,000 tested, 0.1% active; AID 488910;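 active = mean replicate protection from cytokine-induced ATP loss at least 50% and at least 75% of replicates each reaching 50%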
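Assay system – rat INS-1E insulinoma cell line · Quantity – 8000 cells per well · Buffer or medium – RPMI without phenol red, 5% FBS · Schedule – 48 h co-treatment, 10 min post-lysis read · Technique – luminescent ATP assay (CellTiter-Glo)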
T cruzi HTS – intracellular Trypanosoma cruzi inhibition; intracellular Trypanosoma cruzi in host cells, plate reader; activity score (inhibition), % at 5.01 µM; 22,000 tested, 4.9% active; in the data active = activity score above about 55%;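 also: parasites and compound incubated about four days before reading; 0% = median of neutral control wells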
An asterisk follows results filed as active; . = no result given.

SMILES | INS-1E ATP HTS | T cruzi HTS
CC(C)NC(=O)Nc1cccc2c1O[C@@H](CN(C)S(=O)(=O)c1cn(C)cn1)[C@H](C)CN([C@H](C)CO)C2=O | 12 | -11
C[C@H](CO)N1C[C@H](C)[C@@H](CN(C)CC2CCCCC2)Oc2c(NC(=O)C3CC3)cccc2C1=O | 2 | 30
CC(C)NC(=O)N(C)C[C@H]1Oc2ccc(NC(=O)NC3CCCCC3)cc2CC(=O)N([C@@H](C)CO)C[C@@H]1C | -1 | -2
C[C@@H]1CN([C@H](C)CO)C(=O)c2cccc(NC(=O)c3cnccn3)c2O[C@@H]1CN(C)S(=O)(=O)c1ccc(Cl)cc1 | -4 | 10
COc1ccc(CN(C)C[C@H]2Oc3c(NC(=O)Nc4ccc(OC)cc4)cccc3C(=O)N([C@@H](C)CO)C[C@@H]2C)cc1 | -13 | 39
C[C@@H]1CN([C@@H](C)CO)C(=O)c2cc(NS(C)(=O)=O)ccc2O[C@@H]1CN(C)CC1CCCCC1 | . | 1
C[C@H]1CN([C@@H](C)CO)C(=O)c2cc(NC(=O)CCC(F)(F)F)ccc2O[C@H]1CN(C)Cc1ccc(C(F)(F)F)cc1 | 1 | 13
C[C@@H]1CCCCO[C@H](CN(C)Cc2ccccc2)[C@@H](C)CN([C@H](C)CO)C(=O)c2cc(NC(=O)Nc3ccccc3)ccc2O1 | 6 | -9
C[C@@H]1CCCCO[C@@H](CN(C)S(=O)(=O)c2ccccc2)[C@@H](C)CN([C@H](C)CO)C(=O)c2cc(NS(=O)(=O)c3ccccc3)ccc2O1 | -7 | 23
C[C@@H]1CN([C@@H](C)CO)C(=O)c2cc(NC(=O)C3CCCCC3)ccc2O[C@H]1CN(C)C | 8 | -13
CC(C)NC(=O)Nc1cccc2c1O[C@H](CN(C)Cc1ccc(Oc3ccccc3)cc1)[C@H](C)CN([C@H](C)CO)C2=O | -18 | -5
C[C@@H]1CN([C@@H](C)CO)C(=O)c2cccc(NC(=O)c3cnccn3)c2O[C@H]1CN(C)C(=O)Nc1ccc2c(c1)OCO2 | 1 | -6
O=C(CCCCCCC(=O)Nc1ccccc1O)N/N=C/c1cc(O)ccc1O | 6 | 0
Cc1cc(C(=O)Nc2cccc3c2O[C@H](CN(C)S(=O)(=O)c2ccc(F)cc2)[C@@H](C)CN([C@@H](C)CO)C3=O)n(C)n1 | 8 | -16
C[C@H](CO)N1C[C@H](C)[C@H](CN(C)Cc2ccc3c(c2)OCO3)Oc2ccc(NS(=O)(=O)c3cccs3)cc2C1=O | -9 | 18
C[C@H]1CN([C@@H](C)CO)C(=O)c2cc(NC(=O)Nc3cccc4ccccc34)ccc2O[C@@H]1CN(C)C(=O)Nc1ccc2c(c1)OCO2 | 6 | -7
Cc1cc(C(=O)Nc2cccc3c2O[C@@H](CN(C)CC2CCCCC2)[C@@H](C)CN([C@H](C)CO)C3=O)n(C)n1 | -4 | 7
C[C@@H]1CCCCO[C@@H](CN(C)Cc2ccc(C(=O)O)cc2)[C@@H](C)CN([C@H](C)CO)C(=O)c2cc(NC(=O)Nc3ccc4c(c3)OCO4)ccc2O1 | -3 | -25
Cc1noc(C)c1NC(=O)Nc1cccc2c1O[C@H](CN(C)CC1CCCCC1)[C@@H](C)CN([C@@H](C)CO)C2=O | -16 | 7
Cn1cc(/C=N/NC(=O)c2cccc(C(=O)NO)c2)c2ccccc21 | -2 | -2
C[C@@H]1CN([C@H](C)CO)C(=O)c2cccc(N(C)C)c2O[C@H]1CN(C)Cc1ccc(C(F)(F)F)cc1 | -7 | 25
C[C@H](CO)N1C[C@H](C)[C@H](CN(C)C(=O)Nc2ccc(F)cc2)Oc2ccc(NS(=O)(=O)c3cccs3)cc2C1=O | -4 | -7
C[C@H]1CN([C@@H](C)CO)C(=O)c2cc(NC(=O)CCCN(C)C)ccc2O[C@H]1CN(C)C(=O)Nc1cccc2ccccc12 | 10 | -17
C[C@H]1CN([C@@H](C)CO)C(=O)CCCn2nncc2CO[C@H]1CN(C)C(=O)CCC(F)(F)F | . | 5
Cc1noc(C)c1S(=O)(=O)Nc1ccc2c(c1)CC(=O)N([C@@H](C)CO)C[C@H](C)[C@@H](CN(C)C(=O)Nc1ccccc1)O2 | -1 | 7
C[C@@H]1CN([C@H](C)CO)C(=O)c2cc(NS(=O)(=O)c3ccc(Cl)cc3)ccc2O[C@@H]1CN(C)CC1CC1 | 1 | -15
C[C@H](CO)N1C[C@H](C)[C@@H](CN(C)CC2CC2)Oc2c(NC(=O)Nc3ccc(F)cc3)cccc2C1=O | -5 | 10
COc1ccc(S(=O)(=O)N(C)C[C@@H]2OCc3cn(nn3)CCCC(=O)N([C@@H](C)CO)C[C@H]2C)cc1 | . | -15
COc1ccc(NC(=O)N(C)C[C@H]2Oc3ccc(NC(=O)CCC(F)(F)F)cc3C(=O)N([C@@H](C)CO)C[C@H]2C)cc1 | 1 | -20
C[C@@H]1CN([C@@H](C)CO)C(=O)c2cc(NC(=O)C3CCCCC3)ccc2O[C@@H]1CN(C)Cc1ccc(Cl)c(Cl)c1 | -26 | 23
C[C@@H]1CN([C@@H](C)CO)C(=O)CCCn2cc(nn2)CO[C@H]1CN(C)Cc1ccccc1C(F)(F)F | . | -25
C[C@H]1CN([C@@H](C)CO)C(=O)CCCn2nncc2CO[C@@H]1CN(C)C(=O)c1ccc2ccn(C)c2c1 | . | 5
COc1ccc(CN(C)C[C@H]2Oc3ccc(NS(=O)(=O)c4cccs4)cc3C(=O)N([C@H](C)CO)C[C@@H]2C)cc1 | -12 | 3
Cc1ccc(S(=O)(=O)Nc2ccc3c(c2)CC(=O)N([C@@H](C)CO)C[C@H](C)[C@H](CN(C)S(=O)(=O)c2cn(C)cn2)O3)cc1 | 3 | -11
C[C@@H]1CN([C@H](C)CO)C(=O)c2cccc(NC(=O)c3ccncc3)c2O[C@H]1CN(C)C(=O)Nc1ccc(F)cc1 | 10 | -13
C[C@@H]1CN([C@@H](C)CO)C(=O)c2cccc(NS(C)(=O)=O)c2O[C@H]1CN(C)S(=O)(=O)c1ccc(Cl)cc1 | 6 | -4
CNC[C@@H]1OCCCC[C@@H](C)Oc2ccc(NC(=O)Cc3ccccc3)cc2C(=O)N([C@H](C)CO)C[C@@H]1C | 4 | -20
CC(C)NC(=O)Nc1cccc2c1O[C@H](CN(C)S(=O)(=O)c1cn(C)cn1)[C@@H](C)CN([C@H](C)CO)C2=O | 2 | -45
CC(C)NC(=O)N(C)C[C@@H]1Oc2ccc(NC(=O)Nc3ccc4c(c3)OCO4)cc2C(=O)N([C@H](C)CO)C[C@H]1C | 2 | 8
Cc1ccc(S(=O)(=O)N(C)C[C@H]2Oc3ccc(NC(=O)Nc4ccc5c(c4)OCO5)cc3C(=O)N([C@H](C)CO)C[C@H]2C)cc1 | . | 12
C[C@@H]1CN([C@@H](C)CO)C(=O)c2cccc(NC(=O)Nc3ccc(F)cc3)c2O[C@@H]1CN(C)Cc1ccc(C(=O)Nc2ccccc2N)cc1 | 19 | 70*
C[C@H](CO)N1C[C@H](C)[C@H](CN(C)S(=O)(=O)c2ccc(Cl)cc2)Oc2ccc(NC(=O)c3ccncc3)cc2C1=O | -10 | -3
C[C@H]1CN([C@@H](C)CO)C(=O)c2cccc(NC(=O)c3cnccn3)c2O[C@H]1CN(C)Cc1ccc(C(F)(F)F)cc1 | -12 | 16
C[C@@H]1CN([C@H](C)CO)C(=O)c2cccc(NS(=O)(=O)c3cn(C)cn3)c2O[C@H]1CN(C)C(=O)Nc1ccc(F)cc1 | 5 | -8
C[C@@H]1CN([C@@H](C)CO)C(=O)c2cc(NC(=O)CCN3CCOCC3)ccc2O[C@@H]1CN(C)S(=O)(=O)c1cccs1 | 1 | 1
CC(C)NC(=O)N(C)C[C@H]1Oc2c(NC(=O)Nc3cccc4ccccc34)cccc2C(=O)N([C@H](C)CO)C[C@H]1C | 11 | 3
C[C@@H]1CN([C@@H](C)CO)C(=O)Cc2cc(NC(=O)Nc3ccc(F)cc3)ccc2O[C@@H]1CN(C)S(=O)(=O)c1ccccc1 | 13 | -6
C[C@H]1CN([C@@H](C)CO)C(=O)CCCn2cc(nn2)CO[C@H]1CN(C)Cc1ccc2c(c1)OCCO2 | . | -7
Cc1ccc(S(=O)(=O)Nc2cccc3c2O[C@H](CN(C)S(=O)(=O)c2ccc(Cl)cc2)[C@H](C)CN([C@H](C)CO)C3=O)cc1 | 8 | 16
C[C@H]1CN([C@@H](C)CO)C(=O)c2cc(N(C)C)ccc2O[C@@H]1CN(C)Cc1ccc(C(=O)Nc2ccccc2N)cc1 | 29 | 34
C[C@@H]1CN([C@H](C)CO)C(=O)c2cc(NC(=O)CCCN(C)C)ccc2O[C@H]1CN(C)C(=O)Nc1cccc2ccccc12 | 1 | 4
Cc1noc(C)c1NC(=O)Nc1ccc2c(c1)C(=O)N([C@H](C)CO)C[C@@H](C)[C@@H](CN(C)Cc1ccncc1)O2 | 8 | -1
COc1ccc(CN(C)C[C@@H]2Oc3ccc(NC(=O)Nc4ccc(OC)cc4)cc3C(=O)N([C@@H](C)CO)C[C@@H]2C)cc1 | -11 | 21
C[C@H]1CN([C@@H](C)CO)C(=O)Cc2cc(NC(=O)Cc3ccccc3)ccc2O[C@H]1CN(C)Cc1ccc(C(F)(F)F)cc1 | 13 | 69*
Cc1ncc(CO)c(/C=N/NC(=O)c2ccccn2)c1O | 10 | -3
Cc1noc(C)c1NC(=O)Nc1ccc2c(c1)C(=O)N([C@H](C)CO)C[C@@H](C)[C@H](CN(C)C(=O)Nc1c(C)noc1C)O2 | -3 | -14
COc1ccc(NC(=O)N(C)C[C@H]2Oc3ccc(NS(=O)(=O)c4c(C)noc4C)cc3CC(=O)N([C@H](C)CO)C[C@H]2C)cc1 | 7 | -11
Cc1ccc(S(=O)(=O)N(C)C[C@@H]2Oc3ccc(NC(=O)Cc4cn(C)c5ccccc45)cc3CC(=O)N([C@H](C)CO)C[C@H]2C)cc1 | 3 | -16
COc1ccc(NC(=O)N(C)C[C@H]2Oc3ccc(NS(=O)(=O)c4ccc(C)cc4)cc3C(=O)N([C@@H](C)CO)C[C@@H]2C)cc1 | . | -15
C[C@@H]1CN([C@@H](C)CO)C(=O)CCCn2nncc2CO[C@H]1CN(C)Cc1ccc(Cl)c(Cl)c1 | . | 19

The results go on.
SMILES | INS-1E ATP HTS | T cruzi HTS
C[C@@H]1CN([C@H](C)CO)C(=O)c2cccc(NC(=O)Nc3ccc(F)cc3)c2O[C@H]1CN(C)C(=O)Nc1ccc2c(c1)OCO2 | 0 | -10
C[C@H](CO)N1C[C@H](C)[C@@H](CN(C)C(=O)Nc2ccc(F)cc2)Oc2c(NC(=O)NC3CCCCC3)cccc2C1=O | 0 | -14
CC(C)NC(=O)N(C)C[C@H]1Oc2ccc(NC(=O)NC3CCCCC3)cc2CC(=O)N([C@H](C)CO)C[C@H]1C | 10 | -12
C[C@@H]1CCCCO[C@H](CN(C)C(=O)Nc2ccc(F)cc2)[C@@H](C)CN([C@H](C)CO)C(=O)c2cc(NC(=O)Nc3ccccc3)ccc2O1 | -4 | 18
COc1ccc(NC(=O)N(C)C[C@H]2OCCCC[C@@H](C)Oc3ccc(NC(=O)NC4CCCCC4)cc3C(=O)N([C@H](C)CO)C[C@@H]2C)cc1 | 1 | 2
C[C@H](CO)N1C[C@H](C)[C@H](CN(C)CC2CCCCC2)Oc2ccc(NS(=O)(=O)c3cccs3)cc2CC1=O | -9 | -8
C[C@H](CO)N1C[C@H](C)[C@H](CN(C)S(C)(=O)=O)Oc2ncc(C#Cc3ccc(F)cc3)cc2C1=O | . | 10
C[C@H]1CN([C@@H](C)CO)C(=O)c2cc(NC(=O)Cc3ccccc3)ccc2O[C@@H]1CN(C)Cc1ccc2c(c1)OCO2 | -44 | 4

Given with tabs: entries from further up.
structure	INS-1E ATP HTS	T cruzi HTS
C[C@@H]1CN([C@H](C)CO)C(=O)c2cccc(NC(=O)Nc3ccc(F)cc3)c2O[C@H]1CN(C)C(=O)Nc1ccc2c(c1)OCO2	0	-10
C[C@H](CO)N1C[C@H](C)[C@@H](CN(C)C(=O)Nc2ccc(F)cc2)Oc2c(NC(=O)NC3CCCCC3)cccc2C1=O	0	-14
CC(C)NC(=O)N(C)C[C@H]1Oc2ccc(NC(=O)NC3CCCCC3)cc2CC(=O)N([C@H](C)CO)C[C@H]1C	10	-12
C[C@@H]1CCCCO[C@H](CN(C)C(=O)Nc2ccc(F)cc2)[C@@H](C)CN([C@H](C)CO)C(=O)c2cc(NC(=O)Nc3ccccc3)ccc2O1	-4	18

6 compounds drawn at random from the list so far, as already listed:
SMILES | INS-1E ATP HTS | T cruzi HTS
C[C@@H]1CCCCO[C@H](CN(C)C(=O)Nc2ccc(F)cc2)[C@@H](C)CN([C@H](C)CO)C(=O)c2cc(NC(=O)Nc3ccccc3)ccc2O1 | -4 | 18
C[C@H](CO)N1C[C@H](C)[C@@H](CN(C)C(=O)Nc2ccc(F)cc2)Oc2c(NC(=O)NC3CCCCC3)cccc2C1=O | 0 | -14
C[C@H](CO)N1C[C@H](C)[C@H](CN(C)S(C)(=O)=O)Oc2ncc(C#Cc3ccc(F)cc3)cc2C1=O | . | 10
CC(C)NC(=O)N(C)C[C@H]1Oc2ccc(NC(=O)NC3CCCCC3)cc2CC(=O)N([C@H](C)CO)C[C@H]1C | 10 | -12
C[C@@H]1CN([C@H](C)CO)C(=O)c2cccc(NC(=O)Nc3ccc(F)cc3)c2O[C@H]1CN(C)C(=O)Nc1ccc2c(c1)OCO2 | 0 | -10
COc1ccc(NC(=O)N(C)C[C@H]2OCCCC[C@@H](C)Oc3ccc(NC(=O)NC4CCCCC4)cc3C(=O)N([C@H](C)CO)C[C@@H]2C)cc1 | 1 | 2
